# Screening data deposited in PubChem BioAssay by National Center for Advancing Translational Sciences (NCATS).
# BCR signal inh = blocks chronic active B-cell receptor signaling | ABC-DLBCL IkBa-CBG/CBR reporter, luminescence ratio, 4 h | Potency, µM (series often up to 46.1 µM), without a hit: top-dose ratio change, negative = lower green/red ratio, hits mostly inhibitors | hit rate 0.05% among 340,000 | AID 493014; active = well fitted inhibition curve with a large enough effect in the signal ratio, with a control signal flat, not every such curve was filed as active; inconclusive = small, poorly fitted or top-dose-only effect, or effect the other way, or a change in a side signal; the % refers to the signal ratio;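 also: potency is read from the fitted curve at half-maximal effect; plate controls were basal doxycycline-induced cells for no effect and cells given 10 µM MG132 for full effect; MG132 reads +100%, hits lower the ratio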
#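 TMD8 ABC-DLBCL cells carrying doxycycline-inducible green luciferase fused to IkappaBalpha plus unfused red luciferase were exposed to compounds (up to 46 uM) for 4 hrs at 37C. Activity came from the overlap-corrected green/red luminescence ratio.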
# Eya2 phos inh = Eya2 (human) phosphatase inhibition | O00167 | recombinant Eya2, OMFP fluorescence dephosphorylation (OMFP is methylfluorescein phosphate) | Potency, µM (series often up to 76.9 µM), for inactives: at the top dose activity, negative = inhibition, actives largely listed as inhibitors | hit rate 0.006% among 330,000; also: potency is read from the fitted curve at half-maximal effect; % is scaled to controls: 0 for no effect and ±100 for the full control effect
#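 Eya2 protein (added as 0.2 uM solution) was preincubated with compound for 10 min at ambient temperature in 50 mM HEPES pH 7.5, 50 mM NaCl, 5 uM MgCl2, 0.05% BSA, 1 mM DTT. OMFP (added at 50 uM) then reacted 10 min; fluorescence read at 485/525 nm.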
# USP2a block = blocks human ubiquitin-specific protease USP2a; hit rate 0.01% among 330,000; O75604; Potency, µM (series often up to 38.3 µM), for inactives: at the highest dose activity change, negative = inhibition, usual class: inhibitors; USP2 core, Ub-CHOP2 coupled fluorogenic reporter, 485/531; AID 463254;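 also: potency is read from the fitted curve at half-maximal effect; plate controls were DMSO wells for no effect and full inhibition by NEM control for full effect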
#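 USP2 core (10nM final) preincubated 30min RT with compound in 20mM Tris-HCl pH 8.0, 2mM CaCl2, 2mM beta-mercaptoethanol, 0.05% CHAPS; 25nM Ub-CHOP2 plus 25nM reporter substrate added, fluorescence (Ex485/Em531) read after 60min.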
# MBNL1 CUG block = blocks human MBNL1 binding to CUG repeat RNA; Potency, µM (series often up to 57.5 µM), for inactives: top-dose activity change, negative = inhibition, most hits filed as inhibitors; hit rate 0.036% among 280,000; Q9NR56; AID 2675; TR-FRET MBNL1-His/biotin-(CUG)12 binding, 665/545 ratio; active = well fitted inhibition curve with a large enough effect in the signal ratio, with a control signal flat, not every such curve was filed as active; inconclusive = small, poorly fitted or top-dose-only effect, or effect the other way, or a change in a side signal; inactive = no such curve, though single readings can be large or run the other way; the % refers to the signal ratio; also: potency is read from the fitted curve at half-maximal effect; % is scaled to controls: 0 for no effect and ±100 for the full control effect
# Target sequence (Q9NR56 whole entry, looked up): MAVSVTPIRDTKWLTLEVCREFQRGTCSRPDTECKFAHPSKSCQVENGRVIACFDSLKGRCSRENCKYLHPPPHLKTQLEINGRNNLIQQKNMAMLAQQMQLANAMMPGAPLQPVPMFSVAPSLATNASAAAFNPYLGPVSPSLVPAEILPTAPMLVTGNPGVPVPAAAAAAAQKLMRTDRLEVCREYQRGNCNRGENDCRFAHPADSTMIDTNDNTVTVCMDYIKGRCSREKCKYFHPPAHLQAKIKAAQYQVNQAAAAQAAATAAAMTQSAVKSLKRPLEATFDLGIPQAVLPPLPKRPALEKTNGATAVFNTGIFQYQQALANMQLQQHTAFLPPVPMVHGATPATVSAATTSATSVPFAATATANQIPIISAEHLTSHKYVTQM
#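 Ratiometric TR-FRET (665 over 545 nm, excitation 340 nm) tracks disruption of MBNL1-His/biotin-(CUG)12 complex after 60 min at room temperature, with compounds at 92 nM to 58 uM final.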
# TSHR antag = blocks TSH signaling through the human TSH receptor. activity change, negative = inhibition, % at 11.5 µM. P16473. hit rate 0.2% among 330,000. TSHR-expressing cells, TSH-stimulated cAMP HTRF, 2 h; active compounds read low;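 active = activity change below a set negative limit, meaning inhibition stronger than a set level, cut at about -70% in these data; inconclusive = activity change between two set negative limits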; also: % is scaled to controls: 0 for no effect and ±100 for the full control effect
#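 Competitive HTRF cAMP read-out (cryptate anti-cAMP antibody, cAMP-d2; 30 min, room temperature) in freshly harvested TSHR cells. Compounds added before TSH at EC80 (4nM final), followed by 2 hours' incubation at 37 deg C.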
# S-ASM inh = blocks human secretory acid sphingomyelinase; P17405; placental ASM, HMU-PC fluorogenic substrate, 60 min; Potency, µM (doses to about 57.5 µM), without a hit: top-dose activity change, negative = inhibition, actives largely listed as inhibitors; hit rate 0.006% among 340,000; also: potency is read from the fitted curve at half-maximal effect
#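 HMU-PC0 cleavage (9 uM final) by human placental ASM, 60 min at 37 °C following 10 min compound exposure at RT; stopped at pH 10, fluorescence Ex 386/Em 447 nm.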
# hERG WT inh = inhibitors of human wildtype KCNH2 potassium channel; Q12809; U2OS, BacMam KCNH2, thallium flux FluxOr; active compounds read low; activity change, % at 1.84 µM; hit rate 0.37% among 340,000;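 active = maximum activity change below -70%; inconclusive = maximum activity change between -70% and -50%; inactive = maximum activity change above -50%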; also: % is scaled to controls: 0 for no effect and ±100 for the full control effect
#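 U2OS cells transduced with wild-type KCNH2 virus are loaded with FluxOr dye for 45 min, and thallium flux is measured in kinetic reads before and after stimulation buffer. Rate constants are normalized to DMSO controls.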
# Menin-MLL TR inh = inhibitors of human menin-MLL interaction, mutant MLL peptide; hit rate 0.23% among 270,000; O00255; Menin + Texas Red MLL mutant peptide, fluorescence polarization; Potency, µM (titrated, usually from 61.6 µM), for the others: top-dose FP activity change, negative = inhibition, hits mostly inhibitors; active = well fitted inhibition curve with a large enough effect in the polarisation, with a control signal flat, not every such curve was filed as active; inconclusive = small, poorly fitted or top-dose-only effect, or effect the other way, or a change in a side signal; inactive = no such curve, though single readings can be large or run the other way; the % refers to the polarisation; also: potency is read from the fitted curve at half-maximal effect; % of control where 0% means no effect; many of its hits are not listed in these tables
# PKM2 activator = PKM2 (human) enzyme activation; purified PKM2, Kinase-Glo ATP luminescence, activation; response scale: 0% is enzyme alone, no compound; Potency, µM (doses to about 57.5 µM), for the others: at the top dose activation, most hits filed as activators; hit rate 0.34% among 260,000; also: potency is read from the fitted curve at half-maximal effect; % is scaled to controls: 0 for no effect and ±100 for the full control effect; nearly all actives have a fitted effect of over 55% in size
# Target sequence (P14618 whole entry, looked up): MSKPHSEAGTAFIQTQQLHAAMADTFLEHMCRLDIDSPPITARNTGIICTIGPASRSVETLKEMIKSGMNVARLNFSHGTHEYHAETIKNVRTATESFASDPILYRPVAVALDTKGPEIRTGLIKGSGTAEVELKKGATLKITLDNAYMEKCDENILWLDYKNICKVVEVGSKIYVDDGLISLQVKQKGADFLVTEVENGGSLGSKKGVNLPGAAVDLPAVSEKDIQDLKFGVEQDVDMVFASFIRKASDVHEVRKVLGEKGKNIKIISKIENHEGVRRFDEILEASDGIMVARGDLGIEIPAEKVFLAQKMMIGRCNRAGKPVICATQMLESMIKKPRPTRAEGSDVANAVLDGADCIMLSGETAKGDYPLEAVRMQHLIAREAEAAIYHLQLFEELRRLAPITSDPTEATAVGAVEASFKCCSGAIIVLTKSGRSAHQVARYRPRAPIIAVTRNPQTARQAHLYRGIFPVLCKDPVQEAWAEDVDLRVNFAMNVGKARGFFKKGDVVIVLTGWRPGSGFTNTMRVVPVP
#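 Purified hPK-M2 (>95%) run at intermediate activity with 0.1 mM ADP and 0.5 mM PEP in 50 mM imidazole pH 7.2, KCl, MgCl2; 1 h room temperature. ATP formed read by Kinase-Glo luminescence; normalized to uninhibited and no-enzyme controls.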
# Mito fusion yeast = inhibitors of mitochondrial division or activators of mitochondrial fusion; S. cerevisiae fusion-defective mutant growth rescue, CellTiterGlo 48 h; Potency, µM (series often up to 46.1 µM), inactives show at the highest dose growth rescue (activation), hits mostly activators; hit rate 0.23% among 320,000; AID 485298;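 also: potency is read from the fitted curve at half-maximal effect; % of control where 0% means no effect; nearly all actives have a fitted effect of over 45% in size; temperature-sensitive fusion mutants such as fzo1-1 at 37 °C on non-fermentable ethanol glycerol medium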
#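 Compounds are tested for their ability to restore growth of mitochondrial fusion-defective yeast strains at non-permissive 37C in YPEG medium over 48 hours. Viability is quantified by luciferase luminescence.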
# GALK inh = galactokinase (human) inhibition; Purified GALK, Kinase-Glo residual ATP luminescence; Potency, µM (series often up to 57.5 µM), without a hit: at the top dose activity change, negative = inhibition, hits mostly inhibitors; hit rate 0.007% among 270,000; AID 1868; also: potency is read from the fitted curve at half-maximal effect; % is scaled to controls: 0 for no effect and ±100 for the full control effect
#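 GALK at 5 nM final was combined with compound, 35 uM ATP and 100 uM galactose in HEPES pH8.0 with MgCl2 and DTT. The reaction ran one hour at room temperature before luminescent ATP detection.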
# * = called active by the depositor; i = inactive; ? = inconclusive; / = not tested or not shown; & = joins results of further samples; [ ] = dose if it differs, or a comment. Unless noted, calls follow the shape of the dose curve; as a rule, active = well fitted curve in the direction sought with a large enough effect; inconclusive = small, poorly fitted or top-dose-only effect, or another doubt; inactive = no such curve, though single readings can be large; an effect the other way counts as inactive or inconclusive.
SMILES,BCR signal inh,Eya2 phos inh,USP2a block,MBNL1 CUG block,TSHR antag,S-ASM inh,hERG WT inh,Menin-MLL TR inh,PKM2 activator,Mito fusion yeast,GALK inh
C=CCN1C(=O)NC(=O)/C(=C/c2ccc(OCC(=O)Nc3ccc(C)cc3)cc2)C1=O,?,10%,0%,-4%,13,-3%,-28,41%[activator],9%,0%,1%
NC(CC(=O)O)C1CCCCC1 (centres undefined),0%,-4%,-4%,-2%,-6,/,/,-3%,6%,-17%,4%
CC1CN(c2ccc([N+](=O)[O-])c(N3CCCCC3)c2)CCN1 (centres undefined),?,-8%,-1%,?,7,-17%,-2,/,-7%,-2%,5%
Cc1c(N=Cc2c(O)n(Cc3ccccc3)c(=O)[nH]c2=O)c(=O)n(-c2ccccc2)n1C,1%,5%,-1%,-9%[11.5 µM],-3,5%,-3,3%,-2%,-15%,/
COCCOC(=O)c1c(N)n(Cc2ccc(OC)cc2)c2nc3ccccc3nc12,?,-11%,2%,?,0,i,-6,-18%,8%,7%,-3%
CCOP(=O)(OCC)/C(=N/OC(=O)c1ccccc1C)C(N)=O,?,1%,2%,-1%,-11,8%,-1,6%,4%,-2%,0%
CCN(CC)CCN=Cc1c(O)n(CCC2=CCCCC2)c(=O)[nH]c1=O,8%,15%,-2%,4%,1,0%,1,-5%,-7%,-1%,-1%
CSc1ccc(CNC(C)C(O)c2ccccc2)cc1 (centres undefined),3%,-6%,1%,-6%,5,2%,21,-11%,-4%,-1%,1%
O=c1[nH]c(=S)n(C2CC2)c(O)c1C=NCCc1ccccc1,?,-24%,0%,/,5,-2%,2,/,-2%,2%,2%
CCc1sc(C(=O)N2CCC3(CC2)OCCO3)cc1Br,0%,-15%,2%,-9%,9,2%,2,-13%,15%,1%,-5%
N=C1SCC(=O)N1Cc1ccccc1,1%,21%,10%,-1%,6,-3%,-2,7%,5%,1%,-2%
O=C1OCc2cc(N=Nc3c(O)[nH]c(=O)[nH]c3=O)ccc21,?,19%,2%,/,6,-10%,1,/,-7%,0%,1%
CNCC(O)c1ccc(O)cc1 (centres undefined),6%,-2%&-8%,2%,?,-13&-11,0%,0,3%&-1%,-3%,1%&2%,/
CCN1CC2([N+](=O)[O-])CC=C(Cl)C([N+](=O)[O-])(C1)C2 (centres undefined),7%,9%,-1%,-6%,-4,0%,9,4%,0%,30%,1%
COc1ccc(N2C(=O)/C(=C/c3ccc(N(C)C)o3)C(=O)NC2=S)cc1,1%,7%,9%,?,1,-6%,-23,1%,/,-8%,-1%
O=C1NC(=S)NC(=O)C1=Cc1ccc(OCC(=O)N2CCCC2)cc1,4%,-6%,1%,2%,34,2%,-6,/,6%,1%,-7%
Nc1ccc([As](=O)(O)O)cc1,-1%,4%,3%,-2%,3,1%,1,8%&0%&-8%,-12%,-3%,7%
CC(C)c1ccc(-n2c(O)c(/C=N/N3CCOCC3)c(=O)[nH]c2=S)cc1,8%,-21%,12%,-12%,-2,0%,-2,/,1%,-2%,-3%
C=C(C=O)CC1CC(O)[C@]2(C)OC3C[C@@H]4OC5C[C@]6(C)O[C@]7(C)CCC8OC9C[C@]%10(C)OC(/C(C)=C\CO)C(O)CC%10OC9CC(C)C8OC7CC6O[C@]5(C)C/C=C\C4OC3CC2O1 (some centres undefined),0%,-22%,1%,/,-8,0%,2,/,/,-3%,/
COc1ccc(N2C(=O)CC(=O)NC2=O)cc1,-8%,1%,0%,8%,2,1%,-9,35%[activator],7%,-3%,0%
Cc1nn(Cc2ccccc2)c(Cl)c1C(=O)OCC(=O)N1CCCC1,24%,4%,17%,4%,11,3%,/,15%,6%,11%,0%
CC(=O)OCC[N+](C)(C)C,?,8%&-22%&4%,8%&2%&2%,-13%&-3%,9&4&21,0%&5%&-8%,-3&18&8,-1%&1%&-5%&12%,-14%&-1%,-2%&2%&-2%,1%&-1%
CCc1ccc(OCC(=O)N2CCN(CC(=O)Nc3ccccc3Cl)CC2)cc1,-1%,17%,1%,/,-1,0%,25,/,/,8%,/
COC(=O)c1ccccc1-n1c(C)nc2ccccc2c1=O,-3%,2%,1%,-5%,14,4%,-2,-1%,0%,-3%,-2%
O=C(N/N=C/c1c(O)n(CCC2=CCCCC2)c(=O)[nH]c1=O)c1ccccc1,?,3%,2%,9%,-7,16%,-6,?,-4%,-1%,0%
CCc1c(C)nc(N)nc1N1N=C1SC(C(C)=O)C(C)=O,?,-11%,4%,6%,8,1%,-2,15%,-11%,-4%,-1%
COc1ccccc1/C=C1\C(=O)NC(=S)N(c2ccccc2)C1=O,-3%,1%,5%,3%,5,-1%,5,?,/,10%,/
O=c1[nH]c(=O)n(-c2cccc3ccccc23)c(O)c1/C=N/N1CCCCCC1,?,7%,1%,-4%,4,4%,3,/,0%,-3%,-1%
C=CCN1C(=O)NC(=O)C(Cc2ccc(OC)c(OC)c2)C1=O (centres undefined),11%,-5%,1%,-8%,16,-4%,1,-4%,-10%,1%,0%
CCc1cc(=O)oc2cc(OCC(=O)N3C[C@H]4C[C@@H](C3)c3cccc(=O)n3C4)c(Cl)cc12,1%,1%,-1%,0%,2,13%,5,-14%,-1%,0%,/
CCn1c(O)c(C=NCCN2CCOCC2)c(=O)[nH]c1=S,3%,11%,0%,-6%,-3,-2%,-5,/,5%,-5%,0%
CC(C)OC(=O)c1c(N)n(Cc2ccco2)c2nc3ccccc3nc12,0%,7%,1%,2%,15,/,-3,8%,0%,22%,-1%
CC(C)OCCCNC(=O)c1c(N)n(CC2CCCO2)c2nc3ccccc3nc12 (centres undefined),?,-24%,-1%,?,-10,i,-9,-6%,13%,8%,0%

# Structural class, the entries above with an NH in an aromatic ring.
SMILES,BCR signal inh,Eya2 phos inh,USP2a block,MBNL1 CUG block,TSHR antag,S-ASM inh,hERG WT inh,Menin-MLL TR inh,PKM2 activator,Mito fusion yeast,GALK inh
Cc1c(N=Cc2c(O)n(Cc3ccccc3)c(=O)[nH]c2=O)c(=O)n(-c2ccccc2)n1C,1%,5%,-1%,-9%[11.5 µM],-3,5%,-3,3%,-2%,-15%,/
CCN(CC)CCN=Cc1c(O)n(CCC2=CCCCC2)c(=O)[nH]c1=O,8%,15%,-2%,4%,1,0%,1,-5%,-7%,-1%,-1%
O=c1[nH]c(=S)n(C2CC2)c(O)c1C=NCCc1ccccc1,?,-24%,0%,/,5,-2%,2,/,-2%,2%,2%
O=C1OCc2cc(N=Nc3c(O)[nH]c(=O)[nH]c3=O)ccc21,?,19%,2%,/,6,-10%,1,/,-7%,0%,1%
CC(C)c1ccc(-n2c(O)c(/C=N/N3CCOCC3)c(=O)[nH]c2=S)cc1,8%,-21%,12%,-12%,-2,0%,-2,/,1%,-2%,-3%
O=C(N/N=C/c1c(O)n(CCC2=CCCCC2)c(=O)[nH]c1=O)c1ccccc1,?,3%,2%,9%,-7,16%,-6,?,-4%,-1%,0%
O=c1[nH]c(=O)n(-c2cccc3ccccc23)c(O)c1/C=N/N1CCCCCC1,?,7%,1%,-4%,4,4%,3,/,0%,-3%,-1%
CCn1c(O)c(C=NCCN2CCOCC2)c(=O)[nH]c1=S,3%,11%,0%,-6%,-3,-2%,-5,/,5%,-5%,0%

# A portion of the library, so the mix of outcomes need not match the whole.
